High-throughput results as filed in PubChem BioAssay.
CHT allo act – human CHT allosteric activation | Q9GZV3 | CHT-expressing cells, membrane potential dye, choline EC20; hits give high values; LV-AA mutant CHT in HEK293 cells | B-score at 10 µM | 0.49% of 310,000 active;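 active = initial fluorescence not abnormally high and integrated response B-score, plate-corrected, over 3 SD above library mean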
Target sequence (Q9GZV3 whole entry, looked up): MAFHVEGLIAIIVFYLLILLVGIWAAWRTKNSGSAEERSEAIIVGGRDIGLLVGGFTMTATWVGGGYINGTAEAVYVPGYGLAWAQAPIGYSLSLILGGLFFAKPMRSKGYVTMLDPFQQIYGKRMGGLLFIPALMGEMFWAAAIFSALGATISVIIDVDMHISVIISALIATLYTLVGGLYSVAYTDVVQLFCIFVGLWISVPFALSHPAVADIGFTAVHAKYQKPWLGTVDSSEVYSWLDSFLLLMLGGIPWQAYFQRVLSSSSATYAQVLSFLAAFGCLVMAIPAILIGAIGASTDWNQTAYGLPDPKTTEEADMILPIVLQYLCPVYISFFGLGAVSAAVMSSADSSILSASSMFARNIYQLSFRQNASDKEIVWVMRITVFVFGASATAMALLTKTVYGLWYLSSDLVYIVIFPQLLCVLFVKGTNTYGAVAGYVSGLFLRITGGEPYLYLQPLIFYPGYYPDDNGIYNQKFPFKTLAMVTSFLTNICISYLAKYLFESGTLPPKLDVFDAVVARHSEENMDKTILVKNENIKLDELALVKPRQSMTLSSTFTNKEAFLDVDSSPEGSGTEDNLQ
CHT inh – inhibits the human high affinity choline transporter; CHT-expressing cells, membrane potential dye, choline response; hits give low values; 0.86% of 310,000 active; B-score at 10 µM; Q9GZV3;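 active = B-score over 3 SD under the library average, and starting fluorescence ratio not unusually high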;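 also: choline stimulus applied at its EC90 after an EC20 pre-addition; B-score computed on integrated fluorescence ratio after choline addition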
An asterisk follows results filed as active; i = inactive.

Second line of a record – CHT allo act	CHT inh
COC(=O)C1=C(C)OC(N)=C(C#N)C1c1c(C)nn(-c2ccccc2)c1Cl (centres undefined)
 : i	i
Cc1occc1C(=O)Nc1nnc(C2CCCCC2)s1
 : i	i
CSc1nc2c(c(=O)[nH]c(=O)n2C)n1CCCc1ccccc1
 : i	i
O=C(CNCC1CCCO1)Nc1ccc(N2CCCCCC2)cc1 (centres undefined)
 : i	i
CCOC(=O)/C(C#N)=C/c1c(N2CCN(c3ccc(OC)cc3)CC2)nc2c(C)cccn2c1=O
 : i	i
O=C(N/N=C/c1ccc(-c2ccccc2[N+](=O)[O-])o1)c1cncc(Br)c1
 : i	i
O=C(NCCCN1CCCC1=O)c1cc(-c2ccc3c(c2)OCO3)nc2ccccc12
 : i	i
Cc1cccc(NC(=O)COC(=O)CNC(=O)C2CCCCC2)c1
 : i	i
O=C(Nc1ccc(NC(=O)c2cccs2)cc1)c1ccc2ccccc2c1
 : i	i
CN1C(C(=O)NCCc2cccs2)CC2Cn3c(nc4cc(Cl)c(Cl)cc43)C21 (centres undefined)
 : i	i
C=CCn1c(CCCNC(=O)CCC)nc2ccccc21
 : i	i
Nc1nc(-c2ccccc2)cs1
 : i	i
Cc1ccc(C(=O)NCCc2nnc3ccc(SCC(=O)Nc4ccccc4C)nn23)cc1
 : i	i
Cc1ccc(OC(=O)COc2ccccc2C)c(-n2nc3ccccc3n2)c1
 : i	i
CC1CCN(S(=O)(=O)N2CCC(C(=O)NCc3cccs3)CC2)CC1
 : i	i
CCOC(=O)Cn1ccc(NC(=O)c2ccc(F)cc2)n1
 : i	i
NC(=O)c1ccccc1NCC(=O)c1ccc(Cl)cc1
 : i	i
COc1cccc(NS(=O)(=O)c2ccc3[nH]cc(C(=O)N(C)Cc4ccco4)c(=O)c3c2)c1
 : i	i
O=C(O)CCC(=O)Nc1ccc(C(=O)OCC(=O)c2ccc(Cl)cc2Cl)cc1
 : i	i
CC1CN(C(=S)Nc2ccccc2)CC(C)O1 (centres undefined)
 : i	i
COc1ccc(NC(=O)Nc2ccc(N3CCCC3=O)cc2)cc1OC
 : i	i
CC(C)CN(C(=O)COC(=O)c1ccc(Br)o1)c1c(N)n(Cc2ccccc2)c(=O)[nH]c1=O
 : i	i
OCCC1CN(Cc2cccn2-c2ncccn2)CCN1Cc1ccc(F)cc1 (centres undefined)
 : i	i
CCOC(=O)c1sc2nc(C(C)C)c3c(c2c1N)CCC3
 : i	i
CCOc1cc(C(=O)N2CCN=C2SC)cc(OCC)c1OCC
 : i	i
O=S(=O)(c1cccs1)N1CCN(c2ccccc2Cl)CC1
 : i	i
O=C(c1ccc2nc(-c3ccccc3)c(-c3ccccc3)nc2c1)N1CCCCC1
 : i	i
CN1CCN(C(=O)CCC(=O)O)CC1
 : i	i
Cc1cc(Cl)ccc1NC(=S)N(CCCN1CCOCC1)Cc1cccs1
 : i	i
CONC(=O)Nc1ccccc1[N+](=O)[O-]
 : i	i
COc1ccc(C2CC(c3cccc(C)c3)n3ncnc3N2)cc1 (centres undefined)
 : i	i
O=C(CSc1ccncc1)Nc1ccc(S(=O)(=O)Nc2nccs2)cc1
 : i	i
CC1=NN(c2ccccc2)C(=O)/C1=C\c1cn(-c2ccccc2)nc1C
 : i	i
COC(=O)c1ccc(CSc2cc(C)c3ccccc3n2)o1
 : i	i
O=C(NCc1ccc(Cl)cc1)c1ccncc1
 : i	i
CCn1c(=O)cc(OCC(=O)N2CCCCCC2)c2ccccc21
 : i	i
Cc1cc(C)c2c(N)c(C(=O)NCc3ccco3)sc2n1
 : i	i
O=C(Nc1cccc(Cl)c1)C1C2C=CC3(O2)C1C(=O)N(CCN1CCCCC1)C3C(=O)NC1CCCCC1 (centres undefined)
 : i	i
CC(=O)Nc1ccc(NC(=O)C(C)OC(=O)CCCOc2ccc(Cl)c(C)c2)cc1 (centres undefined)
 : i	i
NCCCn1cnc2ccccc21
 : i	i
CCn1c(SCC(=O)Nc2nc(C)c(C)s2)nc2cccnc21
 : i	i
CC(=O)c1ccc(NC(=O)C(C)NCc2ccccc2Cl)cc1 (centres undefined)
 : i	i
O=C(CCn1nc(-c2ccccc2)ccc1=O)N1CCCC1
 : i	i
CC1=CC(=O)C=C(C)C1=NOc1ccc([N+](=O)[O-])cc1
 : i	i
O=C(c1cccn(Cc2cccc(Cl)c2)c1=O)N1CCOCC1
 : i	i

3 compounds from above, sorted by molecular weight, descending:
Second line of a record – CHT allo act	CHT inh
CCn1c(=O)cc(OCC(=O)N2CCCCCC2)c2ccccc21
 : i	i
COC(=O)c1ccc(CSc2cc(C)c3ccccc3n2)o1
 : i	i
O=C(CCn1nc(-c2ccccc2)ccc1=O)N1CCCC1
 : i	i

More entries follow:
Second line of a record – CHT allo act	CHT inh
Cc1cc(O)c(C(C)C)cc1NC(=O)Cn1nc(C)c2ccccc2c1=O
 : i	i
CC(=O)Nc1nc(SCc2ccc(Cl)cc2Cl)n[nH]1
 : i	i
Cc1c(C(=O)N2c3ccccc3CC2C)oc2ccccc12 (centres undefined)
 : i	i
CSc1cccc(NS(=O)(=O)c2ccc(C(C)=O)cc2)c1
 : i	i
CCOc1cc(C(=O)NCCN2C(=O)S/C(=C\c3cccnc3)C2=O)cc(OCC)c1OCC
 : i	i
Cc1ccc(Nc2nc(CSc3nnc(-c4ccccc4)n3C)cs2)cc1
 : i	i
O=C(CCC(=O)NNC(=O)Nc1ccc(Cl)cc1)NCc1ccccc1
 : i	i
O=C(Nc1ccc(NC(=O)c2ccco2)c(Cl)c1)c1cccc([N+](=O)[O-])c1
 : i	i
NS(=O)(=O)c1ccc(NC(CNS(=O)(=O)c2ccccc2)c2ccccc2)cc1 (centres undefined)
 : i	i
CCc1nc2n[nH]c(N)c2c2c1CSC(C)(C)C2
 : i	i
Cc1noc(C)c1C(=O)Nc1nc2ccc(Cl)cc2s1
 : i	i
CCOC(=O)CSc1cc(CSc2ccccc2)nc(-c2ccccc2)n1
 : i	i
O=S(=O)(Cc1ccccc1Cl)c1ncn[nH]1
 : i	i
CC(C)(C)CN1CCN(CCCc2ccccc2)C(CCO)C1 (centres undefined)
 : i	i
CCOC(=O)c1cc(-c2cc(OC)c(OC)c(OC)c2)nc2c1c(=O)[nH]c(=O)n2Cc1ccccc1
 : i	i
COc1cccc(NC(=O)CN2C(=O)c3cccnc3Oc3ccc(Cl)cc32)c1
 : i	i
Cc1ccccc1-n1nc2c(c1NC(=O)c1cccs1)CS(=O)(=O)C2
 : i	i
Cc1ccc2c(c1)nnn2C1CCN(CC(=O)NCc2ccccc2F)CC1
 : i	i
Cc1ccc(-n2ncc3c(=O)n(CC(N)=O)cnc32)cc1C
 : i	i
CCCn1c(C(C)NC(C)=O)nc2ccccc21 (centres undefined)
 : i	i
Cc1ccc(C(=O)C(C)OC(=O)C2CCN(c3ccc(C(F)(F)F)cn3)CC2)cc1C (centres undefined)
 : i	i
COc1ccc(Br)c(/C=N/NC(=O)COc2ccc(-c3ccccc3)cc2)c1
 : i	i
C#CCOCCOCCOCCNc1nc(N2CCN(C(=O)[C@H](CCC(=O)O)n3cc(C(N)CO)nn3)CC2)nc(N2CCN(C(=O)[C@H](Cc3ccc(O)cc3)n3cc(C(N)CC(C)C)nn3)CC2)n1 (some centres undefined)
 : i	i
C/C(=N\NC(=O)c1cc(-c2cccs2)nc2ccccc12)c1ccccn1
 : i	i
CC(=O)C1=C(O)C(=O)N(c2cccc(C(=O)O)c2)C1c1ccc(F)cc1 (centres undefined)
 : i	i
COc1ccc(OCC(=O)N2CCN(C(=O)c3ccc(F)cc3)CC2)cc1
 : i	i
Cc1c(-c2cccc(NC(=O)c3ccco3)c2)nc2ncccn12
 : i	i
O=c1c2ccccc2nc2n1CC/C2=C/N1CCN(c2cccc(C(F)(F)F)c2)CC1
 : i	i
CC(=O)C1=C(O)C(=O)N(c2nccs2)C1c1ccccc1F (centres undefined)
 : i	i
COc1ccc2cc(OC)c(C(=O)N3CCOCC3)cc2c1
 : i	i
Cc1nn(C)c(C(=O)Nc2ccc(Br)cc2F)c1Br
 : i	i
COc1ccc(NC(=O)CSc2nnc3ccc(-c4cccnc4)nn23)c(OC)c1
 : i	i
O=S(=O)(c1ccccc1)N1N=C(c2cccs2)CC1c1cccc(O)c1 (centres undefined)
 : i	i
CC(C)(C)c1nc(NCCO)c2nnn(Cc3ccccc3)c2n1
 : i	i
Cc1ccc(N(CC(=O)N/N=C/c2cc(C)n(-c3ccccc3C)c2C)S(C)(=O)=O)cc1
 : i	-6.99*
CC[N+]1(CC)CC2=Cc3c(ccc4ccccc34)C(C)C2C1 (centres undefined)
 : i	-5.97*
CCNC(=S)N1C2CCC1CC(NC(=O)Nc1ccc(C(=O)OCC)cc1)C2 (centres undefined)
 : i	i
Cc1c(Cl)cccc1NC(=O)CSc1nc(=O)n(CCCN2CCOCC2)c2c1CCC2
 : i	i
CC12CC3CC(C)(C1)CC(C(=O)NCc1ccco1)(C3)C2
 : i	i
O=C1CC(N2CCC(O)(c3ccc(Cl)cc3)CC2)C(=O)N1Cc1ccc(N2CCCC2=O)cc1 (centres undefined)
 : i	i
CC(C)NS(=O)(=O)c1ccc2c3c(cccc13)CC2
 : i	i
CC(C)C[C@H](NC(=O)[C@@H]1Cc2c([nH]c3ccccc23)C2c3ccccc3C(=O)N21)C(=O)N1CCC[C@@H]1C(=O)O (some centres undefined)
 : i	i
CNc1ccccc1C(=O)OC(C)C(=O)Nc1ccc(Cl)cn1 (centres undefined)
 : i	i
COC(=O)c1ccc(Cn2nnc3c(=O)[nH]c(C4CCCN(S(=O)(=O)c5ccc(C)cc5)C4)nc32)cc1 (centres undefined)
 : i	i
CC(C)c1nn2c(=O)cc(CSc3ccccc3NC(=O)c3ccccc3F)nc2s1
 : i	i

Molecules above containing a tert-butyl group:
Second line of a record – CHT allo act	CHT inh
CC(C)(C)CN1CCN(CCCc2ccccc2)C(CCO)C1 (centres undefined)
 : i	i
CC(C)(C)c1nc(NCCO)c2nnn(Cc3ccccc3)c2n1
 : i	i

(cont.)
Second line of a record – CHT allo act	CHT inh
O=C(Nc1cccs1)Nc1cccnc1Cl
 : i	i
O=C(CSc1nnc(-c2ccccc2)n1-c1ccccc1)c1cccs1
 : i	i
CC(=O)Nc1cc(NC(C)=O)cc(C(=O)N2CCCC3CCCCC32)c1 (centres undefined)
 : i	i
CCCCCCn1c(CN2CCN(Cc3ccccc3)CC2)nc2c1c(=O)n(C)c(=O)n2C
 : i	i
COc1ccc(NC(=O)c2cccc(C(=O)Nc3ccc(OC)cc3)n2)cc1
 : i	i
CCOC(=O)C1CCCN(CCC(=O)Nc2cccc(F)c2)C1 (centres undefined)
 : i	i
Cc1cc(C(=O)Nc2ccc3c(c2)OCCO3)c2ccccc2n1
 : i	i
Cc1c(Br)c([N+](=O)[O-])nn1C(C)C(=O)Nc1c(C)n(C)n(-c2ccccc2)c1=O (centres undefined)
 : i	i
Cc1ccc(-n2nc3c(c2NC(=O)c2ccco2)CS(=O)(=O)C3)cc1C
 : i	i
CCOC(=O)c1c(C)[nH]c(C(=O)CN2C(=O)NC(C)(c3ccc(C)cc3)C2=O)c1C (centres undefined)
 : i	i
COc1ccc(C(=O)N2CCCC(Nc3ccc(F)c(F)c3)C2)c(OC)n1 (centres undefined)
 : i	i
CCN(CC)CCN(C(=O)C1=COCCO1)c1nc2cc3c(cc2s1)OCO3
 : i	i
Cc1ccc(-n2cc(C(=O)c3cc(Cl)ccc3O)cc(C#N)c2=O)cc1
 : i	i
COc1ccc(CN2C(=O)c3cccnc3C2=O)cc1S(=O)(=O)N1CCOc2ccc(Cl)cc21
 : i	i
Cc1cccc(-n2c(Cc3cc(=O)[nH]c(=O)[nH]3)nnc2SCC(=O)NCc2ccco2)c1
 : i	i

Whole records, looked up by structure.
CC(=O)Nc1cc(NC(C)=O)cc(C(=O)N2CCCC3CCCCC32)c1 (centres undefined) is entered as CHT allo act: i; CHT inh: i
CCOC(=O)C1CCCN(CCC(=O)Nc2cccc(F)c2)C1 (centres undefined) is entered as CHT allo act: i; CHT inh: i

Additional results:
Second line of a record – CHT allo act	CHT inh
O=C(CN1CCOCC1)Nc1ccccc1Sc1ccccc1
 : i	i
COCCCNC(=O)CN(c1cc(C(F)(F)F)ccc1Cl)S(C)(=O)=O
 : i	i
CC(=O)Nc1ccc(S(=O)(=O)c2ccc(N)cc2)cc1
 : i	i
CCCNS(=O)(=O)c1ccc(OCC(=O)NCc2ccc3c(c2)OCO3)cc1
 : i	i
CC(=O)N(C)c1ccc(NC(=O)/C=C/c2ccccc2Cl)cc1
 : i	i
O=C(O)CNc1nc(-c2ccccc2)nc2ccccc12
 : i	i
COCCn1c(C)cc(C2=NNC(=NC3CC3)SC2)c1C
 : i	i
CCOC(=O)N1CCN(c2ncnc3c2[nH]c2ccc(F)cc23)CC1
 : i	i
Cc1cc(C)nc(SCC(=O)NN)n1
 : i	i
O=C1CCN(Cc2ccccc2)CCN1[C@H](CO)Cc1ccccc1
 : i	i
O=C(C1CCN(Cc2ccccc2)CC1)N1CCCC1
 : i	i
COC(=O)c1cc2occc2n1CC(=O)Nc1ccc(C)cc1C
 : i	i
CCCC(C)NC(=S)Nc1cc(C)cc(C)c1 (centres undefined)
 : i	i
COc1cc(C(=O)O/N=C(\N)c2ccccn2)cc(OC)c1OC
 : i	i
CCc1nnc2sc(-c3ccc(NC(=O)CSc4ccc(Cl)cc4)cc3)nn12
 : i	i
CN1CCC(N(C)C(=O)c2ccccc2F)CC1
 : i	i
CC(C)(C)c1ccc(C(=O)N2CCN(Cc3ccccc3)CC2)cc1
 : i	i
Cc1cccc(NS(=O)(=O)c2cccc(C(=O)NCC(c3ccco3)N3CCCCC3)c2)c1 (centres undefined)
 : i	-6.65*
Cc1ccc(NC(=O)CSc2nnc(-c3ccc(S(=O)(=O)N4CCOCC4)cc3)n2C)cc1
 : i	i
